High-throughput results as filed in PubChem.
AmpC detergent: qHTS Inhibitors of AmpC Beta-Lactamase (assay with detergent). Potency, µM (doses to about 114 µM), without a hit: top-dose activity change, negative = inhibition, hits mostly inhibitors. AID 485294, 2010. AmpC hydrolysis of nitrocefin, absorbance 480 nm, 0.01% Triton. 0.041% of 370,000 active. P00811;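 note: potency is the fitted concentration of half-maximal effect; 0% = no-compound wells and -100% = no-enzyme wells; nearly all actives have a fitted effect of over 25% in size; some results filed as inactive show a strong effect at the top dose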
Target sequence (P00811 whole entry, looked up): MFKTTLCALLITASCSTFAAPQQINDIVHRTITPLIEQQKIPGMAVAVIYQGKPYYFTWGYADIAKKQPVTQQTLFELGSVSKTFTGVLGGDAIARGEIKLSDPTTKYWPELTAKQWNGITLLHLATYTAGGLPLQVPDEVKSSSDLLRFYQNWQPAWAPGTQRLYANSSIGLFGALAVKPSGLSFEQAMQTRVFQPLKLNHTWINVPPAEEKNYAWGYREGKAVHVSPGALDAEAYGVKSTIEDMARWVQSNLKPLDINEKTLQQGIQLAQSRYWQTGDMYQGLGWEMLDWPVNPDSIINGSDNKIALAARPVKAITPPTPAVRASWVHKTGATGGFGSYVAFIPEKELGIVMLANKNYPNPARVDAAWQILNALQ
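AmpC (5.3 nM in the dispensed reagent) in 20 mM phosphate pH 7.0 with 0.01% (detergent screen) or 0.0001% Triton X-100 was preincubated with compounds for 15 min at room temperature. Nitrocefin was then added from an 800 uM solution, and hydrolysis was followed at 480 nm.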
Sm TGR inh: qHTS Assay for the Inhibitors of Schistosoma Mansoni Peroxiredoxins. Schistosoma mansoni thioredoxin glutathione reductase (TGR), Q962Y6. AID 485364, 2010. Potency, µM (highest dose often 114 µM), inactives show at the highest dose activity change, negative = inhibition, usual class: inhibitors. purified TGR, DTNB reduction, TNB absorbance 405 nm. 3% of 360,000 active; note: potency is the fitted concentration of half-maximal effect; nearly all actives have a fitted effect of over 60% in size
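TGR 20 nM + NADPH 100 uM (dispensed conc.), cpd preinc 15 min RT; start with NADPH (500 uM addition) then DTNB (15 mM addition). Kinetic TNB absorbance, 405 nm filter. Four-parameter Hill fit across titration.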
HCV inh: qHTS Assay for Inhibitors of Hepatitis C Virus (HCV); Huh7.5.1 HCVcc-Cre infection, luciferase reporter, 44 h; Potency, µM (highest dose often 41.8 µM), without a hit: top-dose activity change, negative = inhibition, actives largely listed as inhibitors; 3.4% of 340,000 active; note: potency is the fitted concentration of half-maximal effect
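Reporter virus HCVcc-Cre (~0.5 moi) infects cells exposed to compound; seeding density 1,000 cells/well with 4 h settling beforehand. Luminescence, 15 sec read, taken 44 h post-infection following a 15 min RT substrate incubation.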
AMA1 RON2 block: qHTS for Inhibitors of AMA1-RON; Towards Development of Antimalarial Drug Lead: Primary Screen; 0.2% of 360,000 active; AlphaScreen AMA1-biotinylated RON2 peptide binding; AID 720542, 2013; Potency, µM (doses to about 58.2 µM), for the others: top-dose activity change, negative = inhibition, actives largely listed as inhibitors;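 note: potency is the fitted concentration of half-maximal effect; 0% = vehicle wells and -100% = peptide control; nearly all actives have a fitted effect of over 45% in size; some results filed as inactive show a strong effect at the top dose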
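AMA1 (3D7) with his tag at 25 nM final met compounds first, then biotinylated RON2 peptide at 25 nM; detection used donor plus acceptor beads, 10 µg/mL apiece, read by AlphaScreen after 30 min at room temperature.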
HCMV antiviral: qHTS Assay for inhibitors of the human cytomegalovirus (HCMV). 4.5% of 410,000 active. activity change, negative = inhibition, % at 57.5 µM. HFF cells, HCMV-luciferase reporter, 72 h; active compounds read low. AID 1259415, 2018; in the data active = activity change below about -60%; inconclusive = no clear call, values can overlap the other calls; inactive = above about -39%
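Screen run at 2 compound doses on HFFs infected with reporter HCMV, MOI 1 PFU/cell. Luciferase activity from cell lysates at 72 h post infection gave inhibition relative to buffer-only and Salinomycin wells.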
FBPA Giardia inh: qHTS Assay for Inhibitors of Fructose-1,6-bisphosphate Aldolase from Giardia Lamblia. A8B2U2. purified Giardia FBPA. Potency, µM (top dose mostly 59.6 µM), without a hit: top-dose activity, negative = inhibition, usual class: inhibitors. 0.71% of 290,000 active. AID 2451, 2010; note: potency is the fitted concentration of half-maximal effect; nearly all actives have a fitted effect of over 55% in size
Target sequence (A8B2U2 whole entry, looked up): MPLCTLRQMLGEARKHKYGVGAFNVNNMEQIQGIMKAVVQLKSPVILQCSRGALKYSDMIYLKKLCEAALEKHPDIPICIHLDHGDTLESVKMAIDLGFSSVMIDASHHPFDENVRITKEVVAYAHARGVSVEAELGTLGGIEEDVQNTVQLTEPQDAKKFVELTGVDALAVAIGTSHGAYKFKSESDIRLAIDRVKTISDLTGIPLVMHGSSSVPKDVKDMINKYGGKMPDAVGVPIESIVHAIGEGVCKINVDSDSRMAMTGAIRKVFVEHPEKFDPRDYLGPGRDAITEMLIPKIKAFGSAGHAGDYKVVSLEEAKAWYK
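40 nM FBPA preincubated 10 min at RT with compound (up to 57.5 uM final), then substrate plus GAPDH/TPI/NAD/arsenate coupling and diaphorase/resazurin added. Fluorescence read after 20 min at RT, 525/598 nm.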
An asterisk follows results filed as active; ? = inconclusive; nt = no result given; & = joins results of further samples; [ ] = dose if it differs, or a comment. Unless noted, calls come from the whole dose curve; as a rule, active = well fitted curve in the direction sought with a large enough effect; inconclusive = small, poorly fitted or top-dose-only effect, or another doubt; inactive = no such curve, though single readings can be large; an effect the other way counts as inactive or inconclusive. Unless noted, % is set by controls: 0 for no effect and ±100 for the full control effect.

Key to letters: A = AmpC detergent; B = Sm TGR inh; C = HCV inh; D = AMA1 RON2 block; E = HCMV antiviral; F = FBPA Giardia inh
O=C(COc1ccc(Cl)cc1)Nc1ccc(Cc2ccncc2)cc1
  A: -5%	B: 4%	C: ?	D: -6%	E: -31	F: 10%
COc1cccc(CNC(=O)c2ccc3c(c2)S(=O)(=O)N=C2CCCCCN23)c1
  A: -1%	B: 7%	C: 15%	D: 19%	E: -3	F: nt
CCN(CC)S(=O)(=O)c1ccc(OC)c(NC(=O)CSc2ccccc2)c1
  A: 0%	B: -16%	C: -24%	D: -1%	E: 31	F: -5%
CCC(C(=O)O/N=C(\N)c1cccc(C)c1)c1ccccc1 (configuration not stated)
  A: ?	B: 3%	C: -3%	D: -2%	E: 84	F: 1%
COc1ccccc1C(=O)NCCC(=O)Nc1nc2ccccc2[nH]1
  A: -2%	B: -2%	C: ?	D: 8%	E: 74	F: nt
COc1ccc(-c2nsc3c(N4CCCC4)ncnc23)cc1
  A: -9%	B: -12%	C: 1%	D: 5%	E: -31	F: 5%
COc1ccc(N2C(=O)/C(=C/c3ccco3)C(=O)NC2=S)cc1
  A: ?	B: 14µM*	C: -1%	D: 16µM*	E: 82	F: -12%
Cc1cc(C(=O)CSc2nnc(C3CC3)n2C2CC2)c(C)n1C(C)C
  A: 1%	B: -19%	C: -3%	D: -2%	E: 86	F: nt
C/C(=N\NC(=O)CCc1ccc(S(=O)(=O)N2CCOCC2)cc1)c1ccccc1Cl
  A: -7%	B: -9%	C: -7%	D: 8%	E: -11	F: 4%
Cc1cc(=O)oc2cc(OCC(=O)NCCCN3CCCC3=O)c(Cl)cc12
  A: 6%	B: 79µM*	C: 2%	D: 0%	E: 25	F: nt

Key to letters: A = AmpC detergent; B = Sm TGR inh; C = HCV inh; D = AMA1 RON2 block; E = HCMV antiviral; F = FBPA Giardia inh
O=C(O)c1ccc(COc2ccccc2/C=C2\NC(=O)N(Cc3ccccc3F)C2=O)cc1
  A: -3%	B: 1%	C: -12%	D: 7%	E: -14	F: 0%
O=C1CN(S(=O)(=O)c2ccccc2C(F)(F)F)CCN1
  A: 4%	B: 3%	C: -1%	D: 2%	E: -13	F: 1%
COc1ccc(NC2=Nc3ccccc3CC2)cc1
  A: -4%	B: 6%	C: 10%	D: 4%	E: 37	F: 3%
c1ccc(-c2noc(CN3CCN(c4ccccc4)CC3)n2)cc1
  A: ?	B: 0%	C: 0%	D: -11%	E: 14	F: 0%
COc1ccc(C(NC(=O)CN2C(=O)NC3(CCc4ccccc43)C2=O)c2ccccc2)cc1 (configuration not stated)
  A: 0%	B: -8%	C: -29%	D: 0%	E: -15	F: nt
CSCc1c(C(=O)NCCc2ccccn2)oc2ccccc12
  A: -1%	B: -7%	C: 12%	D: -11%	E: -27	F: -5%
COc1ccc(C(=O)N2CCN(Cc3ccccc3[N+](=O)[O-])CC2)cc1
  A: 2%	B: 7%	C: 17%	D: ?	E: 10	F: ?
Cc1ccc(NC(=O)CSCc2ccco2)cc1
  A: ?	B: ?	C: -4%	D: 29%	E: -17	F: -4%
Cn1c(=O)[nH]c(=O)c2c1nc(N1CCOCC1)n2CCSc1nc2ccccc2[nH]1
  A: -15%	B: 4%	C: 21%	D: 14%	E: 0	F: nt
CCC(CC)C(=O)NCCc1cc2ccc(OC)cc2[nH]c1=O
  A: -5%	B: 1%	C: ?	D: 2%	E: -7	F: -2%

Key to letters: A = AmpC detergent; B = Sm TGR inh; C = HCV inh; D = AMA1 RON2 block; E = HCMV antiviral; F = FBPA Giardia inh
CN(NC(=O)c1ccc(Cl)cc1Cl)C1=NS(=O)(=O)c2ccccc21
  A: 2%	B: 79%[activator]	C: 10%	D: -16%	E: 3	F: 17%
O=C(NCc1ccccc1F)C(=O)NCC1CCCN1S(=O)(=O)c1ccccc1 (configuration not stated)
  A: ?	B: 3%	C: -3%[8.37 µM]	D: -3%	E: -14	F: nt
COCCN(C(=O)CSc1nn(-c2ccc(F)cc2)c(=S)s1)c1c(N)n(CC(C)C)c(=O)[nH]c1=O
  A: ?	B: -22%	C: 17%	D: 1%	E: 8	F: nt
Cc1cccc(CS(=O)(=O)Cc2ccc(C(=O)NC3CCCCCC3)o2)c1
  A: 3%	B: ?	C: 9%	D: -11%	E: -29	F: nt
CC[n+]1c(/C=C/Nc2ccccc2)oc2ccccc21
  A: 6%	B: -27%	C: 8%	D: 22%	E: ?	F: -23%
CCCCCCCCn1c(=O)c(C(=O)OC)c(N)c2ccccc21
  A: -1%	B: 4%	C: 13µM*	D: -14%	E: -64*	F: 0%
Cc1ccc(OCC(=O)N(C)CC(=O)Nc2ccc(F)cc2)c([N+](=O)[O-])n1
  A: -12%	B: -1%	C: 10%	D: ?	E: -1	F: 0%
O=C(Nc1cccc(C(F)(F)F)c1)c1cc2ncc(Br)cn2n1
  A: -7%	B: -2%	C: -8%	D: 26%	E: -19	F: -3%
CCC(C)NC(=O)C1CCN(S(=O)(=O)c2ccc3c(c2)CC(C)N3C(C)=O)CC1 (configuration not stated)
  A: -8%	B: -22%	C: -7%	D: -1%	E: ?	F: 3%
C=CCn1c2ccccc2c2nnc(SCC(=O)NC(C(=O)OC)C(C)C)nc21 (configuration not stated)
  A: 2%	B: 2%	C: 18%&2%	D: 2%	E: -32	F: -19%

Key to letters: A = AmpC detergent; B = Sm TGR inh; C = HCV inh; D = AMA1 RON2 block; E = HCMV antiviral; F = FBPA Giardia inh
Cc1occc1C(=O)Nc1ccc(S(=O)(=O)N2CCN(C)CC2)cc1
  A: -1%	B: 0%	C: 2%	D: -4%	E: 63	F: 2%
Cn1c(=O)c2c(nc(N3CCOCC3)n2CCCNC2=NCCC2)n(C)c1=O
  A: 2%	B: 8%	C: 6%	D: 2%	E: -4	F: -3%
Cc1ccc(Nc2cnn(C34CC5CC(CC(CC(=O)O)(C5)C3)C4)c(=O)c2Cl)cc1
  A: -12%	B: -7%	C: 0%	D: 30%[activator]	E: -36	F: 1%
O=C(Nc1ccc([N+](=O)[O-])cc1)Nc1ccc(Cl)cc1F
  A: -1%	B: 2%	C: 3%	D: -2%	E: -99*	F: -1%
Cc1cccn2c(=O)cc(COC(=O)C(C)Oc3ccccc3)nc12 (configuration not stated)
  A: nt	B: nt	C: 6%	D: -11%	E: -3	F: nt
S=C1NC(c2ccccc2)N2C(=S)NC(c3ccccc3)N12 (configuration not stated)
  A: ?	B: ?	C: 7%	D: 48%[activator]	E: -17	F: ?
O=C(NCc1n[nH]c(=S)n1-c1ccccc1)c1cccs1
  A: ?	B: -1%	C: 15%	D: 11%	E: -2	F: -22%
COc1cccc(C(C(=O)NC2CCCC2)N(C(=O)c2ccco2)c2ccc(C(C)=O)cc2)c1OC (configuration not stated)
  A: 4%	B: 3%	C: 27%	D: 0%	E: -4	F: -12%
CC(C)(C)c1ccc(OCC(=O)NCC2(N3CCOCC3)CCCCC2)cc1
  A: 7%	B: -1%	C: nt	D: nt	E: -73*	F: nt
O=C(NC1(C(F)(F)F)NC(=O)N(c2ccccc2)C1=O)c1cccs1 (configuration not stated)
  A: 9%	B: 2%	C: 9%	D: ?	E: ?	F: 1%

Key to letters: A = AmpC detergent; B = Sm TGR inh; C = HCV inh; D = AMA1 RON2 block; E = HCMV antiviral; F = FBPA Giardia inh
O=C1CCN(Cc2ccccc2)S(=O)(=O)c2ccc(F)cc21
  A: 4%	B: ?	C: 5%	D: 1%	E: ?	F: nt
CCOC(=O)N1CCN(CC(=O)c2ccc3c(c2)CCN3C(C)=O)CC1
  A: -20%	B: 20µM*	C: 12%	D: -5%	E: -9	F: -3%
COc1ccc(OC)c(CNc2ncnc3onc(-c4ccc(Cl)cc4)c23)c1
  A: 8%	B: 5%	C: nt	D: nt	E: ?	F: nt
Cc1cc(C)c(S(=O)(=O)N2CCN(C(=O)c3c(C)nn(-c4ccccc4)c3Cl)CC2)c(C)c1
  A: nt	B: nt	C: ?	D: -8%[11.6 µM]	E: -72*	F: nt
CNC(=O)COC(=O)c1cc(F)c(F)cc1Cl
  A: -9%	B: 0%	C: -17%	D: 0%	E: -6	F: 17%
Cc1ccc(-c2cc(C(=O)NC3CCCC3)no2)cc1
  A: ?	B: 1%	C: 12%	D: 37%[activator]	E: 55	F: -8%
Cc1ccc2nc(Cl)c(/C=N/Nc3nc(C)cc(C)n3)c(=O)n2c1
  A: 0%	B: -33%	C: ?	D: 122%[activator]	E: ?	F: ?
COc1ccc(CNC(=O)c2cccnc2SC)cc1OC
  A: -1%	B: -1%	C: 12%	D: -2%	E: 46	F: 9%
COc1ccc(S(=O)(=O)NCC2CCCN(CC(C)(C)C)C2)cc1 (configuration not stated)
  A: -2%	B: 0%	C: -10%	D: 5%	E: 17	F: -3%
Cc1ccc(NC(=O)CSc2nccn2Cc2ccccc2)cc1C
  A: 19%	B: 13%	C: -16%	D: -22%	E: 9	F: -8%

Key to letters: A = AmpC detergent; B = Sm TGR inh; C = HCV inh; D = AMA1 RON2 block; E = HCMV antiviral; F = FBPA Giardia inh
O=C(NNc1nc2c(F)cccc2s1)c1ccccc1
  A: -10%	B: 0%	C: 0%	D: 85%[activator]	E: -39	F: 6%
O=C(O)C(Cc1ccccc1)Nc1ccc([N+](=O)[O-])cc1[N+](=O)[O-] (configuration not stated)
  A: -15%	B: -26%	C: 2%	D: -1%	E: ?	F: -26%
COc1ccc2c(-c3ccccc3)cc(SCC(=O)NC3CCS(=O)(=O)C3)nc2c1 (configuration not stated)
  A: -2%	B: 6%	C: -5%	D: 12%	E: -40	F: 1%
C/C(CC(=O)Nc1ccc(N(C)C)cc1)=N\NC(=O)c1ccccc1O
  A: -11%	B: 45µM*	C: 10%	D: 35%[activator]	E: 43	F: -23%
CCSc1ccc2nnc(-c3ccc(F)cc3)n2n1
  A: 3%	B: 2%	C: ?	D: 14%	E: ?	F: 1%
CS(=O)(=O)Nc1ccc(Oc2ncccn2)cc1
  A: 0%	B: -12%	C: 0%	D: -13%	E: -14	F: 1%
CCN(CC)CCCNC(=O)c1sc2ncn(CC(=O)Nc3ccc(C)c(Cl)c3)c(=O)c2c1C
  A: -7%	B: -5%	C: 14µM*	D: 13%	E: -63*	F: 1%
COC(=O)c1ccc(Nc2cc(C)nc3ccc(C)cc23)cc1
  A: 8%	B: 10%	C: 10µM*	D: -13%	E: 3	F: 0%
COc1ccc(NC(=O)Cn2c(-c3ccc(OC)cc3)cn(-c3ccc(C)cc3)c2=O)cc1
  A: 2%	B: -3%	C: -15%	D: -1%	E: nt	F: 3%
CC(=O)N1c2ccc(S(=O)(=O)NCC3CCC(C(=O)NCc4ccc(C)o4)CC3)cc2CC1C (configuration not stated)
  A: -1%	B: -19%	C: -11%	D: -6%	E: 1	F: 3%
CN1CCN(C(=O)/C(C#N)=C/c2ccc(OC(F)F)cc2)CC1
  A: -1%	B: 0%	C: -22%	D: 1%	E: -32	F: 0%
CC(=O)N1CCN(C(=O)COc2ccc3oc4c(c3c2)CCCC4)CC1
  A: -18%	B: -9%	C: ?	D: 1%	E: -30	F: nt
